# Compound activity as filed in PubChem.
# Hsp70 activator = switches on Hsp70 transcription | HeLa Hsp70 promoter luciferase reporter, luminescence; scaled: vehicle 0, proteasome-inhibitor control 100% | activation, % at 10 µM | 200,000 tested, 0.04% active | AID 1203;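 active means activation above the mean across all tested compounds plus 3 SD, cutoff set per campaign, cut at about 5.5% in these data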;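 further: 100% = MG132 at 30 µM as the positive control and 0% = DMSO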
# NF-kB neuron act = raises NF-kB expression in human neuronal cells. NF-kB reporter expression; hits give high values. fold change at 12.5 µM. 190,000 tested, 1.6% active; in the data active means fold change above about 3.3
# HMGR II inh = inhibitors of class II HMG-CoA reductase from Enterococcus faecalis; AID 1066; inhibition, % at 10 µM; purified E. faecalis HMGR, NADPH absorbance 340 nm kinetic; 190,000 tested, 0.41% active;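 active means inhibition above a set limit, the median over all tested compounds plus 3 SD, cut at about 9.5% in these data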;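 further: enzyme runs in reverse so mevalonate oxidation gives rising NADPH absorbance; 0% = complete reaction with DMSO and 100% = background rate lacking mevalonate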
# FLuc inhib CS = counter-screen for luciferase assay inhibitors: firefly luciferase inhibition | 200,000 tested, 1.5% active | ATPLite firefly luciferase biochemical luminescence, 10 min | AID 1006 | inhibition, % at 10 µM;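 active means inhibition above about 50% when tested at 10 µM, limit read from the data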
# Target sequence (P08659 whole entry, looked up): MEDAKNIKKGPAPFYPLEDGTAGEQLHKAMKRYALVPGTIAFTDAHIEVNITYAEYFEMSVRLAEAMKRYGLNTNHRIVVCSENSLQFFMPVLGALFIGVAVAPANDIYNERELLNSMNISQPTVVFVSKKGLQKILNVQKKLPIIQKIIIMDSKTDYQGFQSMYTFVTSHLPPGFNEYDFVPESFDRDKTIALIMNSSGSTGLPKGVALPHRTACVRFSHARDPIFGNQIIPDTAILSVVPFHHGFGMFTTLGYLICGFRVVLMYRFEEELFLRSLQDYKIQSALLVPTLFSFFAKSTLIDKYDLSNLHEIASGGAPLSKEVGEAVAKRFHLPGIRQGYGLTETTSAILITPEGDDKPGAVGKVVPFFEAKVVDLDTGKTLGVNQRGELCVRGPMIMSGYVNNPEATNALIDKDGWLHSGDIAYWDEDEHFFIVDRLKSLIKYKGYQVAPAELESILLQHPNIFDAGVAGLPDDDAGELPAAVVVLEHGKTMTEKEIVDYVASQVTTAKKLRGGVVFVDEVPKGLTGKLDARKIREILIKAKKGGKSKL
# FLuc stim CS = affects firefly luciferase, flagging false hits in luciferase stimulation screens; 200,000 tested, under 10 active; P08659; AID 1027; activation factor at 10 µM; ATPlite luciferase biochemical, luminescence, 10 min; 0 = ATP-free wells, 1 = DMSO control;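 active means luciferase activation factor, scaled between plate controls, of at least 2 with compound at 10 µM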
#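 Assay system: Luciferase/luciferin detection reagent, cell-free biochemical luciferase assay / Also added: ATP substrate / Schedule: 10 min at ambient temperature / Measured by: luminescence measurement of luciferase light output / Benchmarks: low control with PBS replacing ATP, high control enzyme plus ATP without compound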
# APP transl inh = APP translation inhibition; inhibition, % at 2 µM; 190,000 tested, 0.82% active; SH-SY5Y APP 5'UTR-luciferase reporter, luminescence; AID 1285;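 active means inhibition above a set limit, derived from the sample mean plus 3 SD, cut at about 45% in these data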; further: values of inactives mirror those of a sister screen read the other way
# STAT1 act = increases IFN-gamma driven STAT1 reporter signal; NIH 3T3 STAT1-luciferase reporter, luminescence; 100% = IFN-gamma alone, no compound; activation (% of control), % at 5.5 µM; 200,000 tested, 2.6% active;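 active means activation above the screen-wide mean activation plus 3 SD, cut at about 130% in these data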;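 further: raw ratio to IFN-gamma control signal so 100% means no change and 0% no light; values of inactives mirror those of a sister screen read the other way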
# APP 5'UTR act = activates APP 5'UTR luciferase reporter. SH-SY5Y APP 5'UTR luciferase reporter, luminescence; zero percent = DMSO vehicle wells. activation, % at 2 µM. 190,000 tested, 1% active;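 active means activation above a set limit, based on mean plus 3 SD of controls, cut at about 140% in these data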; further: values of inactives mirror those of a sister screen read the other way
# G6PDH counter = L. mesenteroides G6PDH inhibition counter-screen | Purified L. mesenteroides G6PDH, diaphorase/resazurin coupled fluorescence, 45 min | inhibition, % at 5 µM | 200,000 tested, 0.12% active | AID 1020; in the data active means inhibition above about 50%
# Redox H2O2 prof = compounds producing H2O2 with reducing agent – biochemical, NIH compound library profiling, artefact control for MLSCN library redox annotation, primary screen; 200,000 tested, 0.03% active; AID 878; activation, % at 10 µM; DTT-dependent redox cycling H2O2, phenol red/HRP absorbance; 100% = 100 µM peroxide control, 0% = buffer;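 active means activation of at least 50% relative to the plate's high and low controls in the primary single-dose screen; inactive means activation below 50%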;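 further: compound incubated with DTT at 0.8 mM final as the reducing agent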
# An asterisk follows results filed as active; nt = not tested or not shown.
# Values run as follows: G6PDH counter	FLuc stim CS	NF-kB neuron act	Hsp70 activator	APP transl inh	FLuc inhib CS	HMGR II inh	Redox H2O2 prof	STAT1 act	APP 5'UTR act
1: NC(=O)C1CCN(c2ccnc3cc(Cl)ccc23)CC1
  0.4	1.1	nt	0.2	-2.8	-7.1	1.7	-0.2	90.7	2.8
2: COc1cccc(CNC(=O)CCc2nnc(C3CCCCC3)o2)c1
  14.2	1.1	1.16	-0.4	-2.9	-6.1	-5.0	-1.2	106.2	2.9
3: O=C(Cn1nnc(-c2ccccc2NC(=O)c2cccs2)n1)Nc1ccccc1
  1.7	1.1	0.84	-0.4	-11.8	-5.9	3.0	3.0	96.7	11.8
4: CC(NC(=O)c1ccco1)C(=O)N1CCc2ccccc2C1 (configuration not stated)
  3.7	1	1.15	0.0	-17.4	-2.1	-7.6	-0.6	102.6	17.4
5: Clc1ccc(SCc2cc(N3CCOCC3)nc(-c3ccccn3)n2)cc1
  1.5	1	1.1	-0.3	28.4	-4.4	-4.2	0.5	95.9	-28.4
6: Cc1cc(=O)[nH]c(SCC(=O)Nc2ccc(Cl)cn2)n1
  -2.4	1.1	1.2	-0.2	-6.3	-5.7	2.6	0.1	101.2	6.3
7: O=[N+]([O-])c1cccc(-c2csc(Nc3ccccc3)n2)c1
  5.6	1.1	2.62	-0.1	-83.4	-6.4	-3.4	-1.2	143.2*	83.4
8: Oc1c(CN2CCc3ccccc3C2)cc(Cl)c2cccnc12
  0.0	1.1	1.73	-0.6	22.2	-10.5	-6.7	-0.9	98.2	-22.2
9: CCOC(=O)C1=C(C)N(C)C(C)=C(C(=O)OCC)C1c1ccccn1
  -4.1	1.1	1.11	0.1	-7.5	-7.6	-1.5	-0.6	97.6	7.5
10: Cc1cc(N2CCCCCC2)nc2ccc(F)cc12
  nt	nt	nt	-0.4	9.2	nt	nt	1.3	89.6	-9.2
11: CCS(=O)(=O)N1CCN(C(C)CCc2ccccc2)CC1 (configuration not stated)
  1.2	1.1	1.22	0.3	0.4	-5.6	-6.2	-1.9	95.2	-0.4
12: O=C(O)COc1ccc(Br)cc1/C=C1/SC(=O)N(CC(=O)N2CCCC2)C1=O
  2.4	1	1.64	-0.3	2.3	2.6	1.0	0.2	105.3	-2.3
13: O=C(Cc1cccs1)Nc1cc(SCCO)cc([N+](=O)[O-])c1
  -0.8	1.1	0.98	-0.3	-14.8	-5.1	-3.5	-0.7	88.5	14.8
14: COc1ccc(Cl)cc1NC(=O)C(C)N(C)Cc1ccc(C(F)(F)F)cc1 (configuration not stated)
  -25.0	1.1	0.9	0.2	-14.7	-7.6	-10.0	1.0	99.2	14.7
15: Cc1nc2ccccc2nc(C)c1=NOCc1ccc(C#N)cc1
  2.5	1.1	1.05	0.0	-23.2	-6.0	0.3	0.0	111.4	23.2
16: Cc1ccc(S(=O)(=O)C2C(=O)N(C)C3(C)CC2c2ccccc2O3)cc1 (configuration not stated)
  6.7	1.1	0.96	-0.3	-4.8	-5.3	-1.4	0.4	100.7	4.8
17: O=C(c1ccc(Br)o1)N1CCN(C/C=C/c2ccccc2)CC1
  6.0	1	1.03	0.1	-4.8	1.8	0.7	1.6	94.1	4.8
18: COc1ccc(OC)c(NC(=O)Cn2c(CCC(=O)O)ccc2-c2ccc(C)cc2)c1
  4.3	1.1	nt	0.2	11.0	-7.7	-2.6	-0.8	102.7	-11.0
19: COc1ccc(S(=O)(=O)Nc2cc3c(C(C)=O)c(C)oc3c3ccccc23)cc1
  5.2	1	2.48	0.6	91.7*	-3.5	-4.5	0.3	98.8	-91.7
20: COc1cc(CN2CCN(c3cccc(C)c3C)CC2)cc([N+](=O)[O-])c1O
  -1.7	1.1	1.3	-0.2	-14.3	-6.6	-5.6	-1.5	99.4	14.3

# In the list so far, these have fluorine.
# Values run as follows: G6PDH counter	FLuc stim CS	NF-kB neuron act	Hsp70 activator	APP transl inh	FLuc inhib CS	HMGR II inh	Redox H2O2 prof	STAT1 act	APP 5'UTR act
10: Cc1cc(N2CCCCCC2)nc2ccc(F)cc12
  nt	nt	nt	-0.4	9.2	nt	nt	1.3	89.6	-9.2
14: COc1ccc(Cl)cc1NC(=O)C(C)N(C)Cc1ccc(C(F)(F)F)cc1 (configuration not stated)
  -25.0	1.1	0.9	0.2	-14.7	-7.6	-10.0	1.0	99.2	14.7

# Continued.
# Values run as follows: G6PDH counter	FLuc stim CS	NF-kB neuron act	Hsp70 activator	APP transl inh	FLuc inhib CS	HMGR II inh	Redox H2O2 prof	STAT1 act	APP 5'UTR act
21: Cc1ccc(CNC(=O)CS(=O)(=O)CC(=O)O)cc1
  0.4	1.1	0.99	-0.4	5.6	-6.6	0.3	0.1	98.5	-5.6
22: Cc1ccc(C2C(C#N)=C(N)Oc3n[nH]c(C)c32)cc1 (configuration not stated)
  6.4	1	1.04	-0.1	-7.7	-4.6	1.4	1.6	101.3	7.7
23: Cc1nn(-c2ccccc2)c2sc(C(=O)c3c(N)n(C)c(=O)n(C)c3=O)cc12
  7.4	1	0.92	-0.4	-7.5	0.9	-1.7	-0.9	104.8	7.5
24: Cc1[nH]nc2c1C1(CCOC1C)C(C#N)=C(N)O2 (configuration not stated)
  17.1	1	1.21	-0.5	-16.7	-0.4	-3.8	0.3	93.8	16.7
25: O=C(CSc1nnnn1-c1ccccc1)N1N=CCC1c1ccccc1 (configuration not stated)
  13.9	0.7	1	-0.2	-19.2	32.4	0.4	0.2	105.6	19.2
26: CCCn1c(=O)c2ccccc2n2c(SCc3cc(=O)oc4ccc5ccccc5c34)nnc12
  -21.7	1.1	1.07	-0.2	10.8	-10.7	-2.6	-0.2	99.6	-10.8
27: Cc1nc(SCn2nnc3ccccc3c2=O)nc(C)c1C
  4.2	1.1	1.02	0.0	6.9	-5.9	-5.1	-0.6	97.3	-6.9
28: CCOc1ccc(N2CC(=O)N/C2=N\c2nc(C)cc(C)n2)cc1
  2.8	1.1	1.18	-0.2	0.2	-13.1	1.6	-0.5	104.0	-0.2
29: Cc1cc(CNC(=O)c2cc(Br)ccc2Cl)nn1C
  -8.9	1.1	1.02	-0.1	3.9	-7.2	0.4	2.4	95.9	-3.9
30: COc1ccc2[nH]c(C)c(CN3CCC(C)CC3)c(=O)c2c1
  16.0	1.1	1.61	-0.4	5.7	-6.1	-8.3	-0.1	106.9	-5.7
31: C=CCNc1nc2c(c(=O)[nH]c(=O)n2C)n1CCCCC
  -1.7	1.1	1.11	0.0	-0.3	-6.4	-1.0	1.4	102.5	0.3
32: CCOc1cc(NC(=S)NCC2CCCO2)c(OCC)cc1NC(=O)c1ccc(OC)cc1 (configuration not stated)
  -17.5	1	0.41	-0.3	-1.9	0.7	-4.2	-0.1	99.4	1.9
33: O=C(NC(=S)NCC1CCCO1)c1ccccc1Br (configuration not stated)
  18.4	1.1	1.09	-0.1	-21.7	-6.6	0.6	-0.3	95.9	21.7
34: Cc1sc2c(c1C)c(=O)n(-c1ccccc1)c1nnc(C)n21
  6.6	1.1	1.45	-0.2	-3.3	-9.8	3.9	0.0	96.8	3.3
35: O=S(=O)(NCc1cc(-c2ccccc2)no1)c1ccccc1
  -1.1	1	1.11	2.0	12.0	-1.0	-4.7	-0.7	103.5	-12.0
36: Cc1ccnc(NC(=O)c2ccc(NC(=O)c3ccco3)cc2)c1
  -4.8	0.7	1.64	-0.1	-79.3	28.0	1.3	-0.1	129.1*	79.3
37: COC(=O)C1=C(N)Oc2cc(C)n(CCN3CCOCC3)c(=O)c2C1c1cccnc1 (configuration not stated)
  1.8	1.1	0.99	-0.4	-6.9	-8.0	2.7	-0.9	106.1	6.9
38: O=C(CN1C(=O)NC2(CCOc3ccccc32)C1=O)Nc1cccc(Cl)c1 (configuration not stated)
  1.8	1	0.92	-0.3	-21.1	-4.4	-5.6	-0.5	99.6	21.1
39: O=C(COc1cccc(C(F)(F)F)c1)N1CCN(c2ccccc2O)CC1
  7.8	1	0.95	-0.2	3.1	-3.3	1.6	-0.4	101.1	-3.1
40: CCc1nnc(N2CCN(c3ncnc4c3oc3ccccc34)CC2)s1
  -12.1	1	0.58	0.0	-1.2	3.0	-0.2	0.2	91.2	1.2
41: O=C(NCCc1c[nH]c2ccccc12)c1ccc(-n2cnnn2)cc1
  1.3	1.1	0.84	0.4	-10.1	-6.0	1.2	0.1	108.6	10.1
42: CCOc1ccccc1NC(=O)CN(c1nccs1)S(=O)(=O)c1ccc(N)cc1
  3.3	1	1.3	0.4	15.4	-1.2	0.9	1.3	100.0	-15.4
43: CN(C)c1nc(OCCOC(=O)Nc2ccc(Cl)cc2Cl)nc(N(C)C)n1
  -39.9	1	1.4	-0.2	-8.6	-1.9	2.1	-2.0	101.1	8.6
44: COc1ccc(S(=O)(=O)N2CCN(C(=O)[C@@H]3CCC(=O)N3C3OC(=O)c4ccccc43)CC2)cc1 (some centres not stated)
  1.8	1	1.54	0.0	-3.6	-2.1	-1.8	1.6	102.2	3.6
45: CCC1SC(=NC(=O)c2ccc(Cl)c(Cl)c2)NC1=O (configuration not stated)
  2.0	0.4	1.24	0.2	-15.2	59.0*	-3.6	0.1	101.4	15.2
46: CNC(=O)COc1ncnc2scc(-c3ccc(F)cc3)c12
  1.9	1	1.18	-0.2	-4.9	-3.2	-0.9	-0.8	101.9	4.9
47: COc1ccc(C)cc1NC(=O)CNC(=O)Cn1ccc2ccccc2c1=O
  1.1	1	0.89	-0.3	-12.5	0.7	-1.4	2.1	100.1	12.5
48: COc1ccc(-c2cc(C(F)(F)F)n3nc(C(=O)O)nc3n2)cc1
  -0.6	1.1	1.7	-0.3	-0.4	-9.0	3.0	0.1	101.0	0.4
49: CC(C)C(=O)Nc1cc(C(F)(F)F)ccc1-n1ccnc1
  1.8	1	1.07	-0.2	-4.7	-2.8	2.5	-0.4	91.0	4.7
50: COCCCNC(=S)N1CCCN(c2nc3cc(C)ccc3cc2C#N)CC1
  13.8	1	0.53	-0.2	-0.2	-3.3	-4.7	-0.8	77.1	0.2
51: CCCSc1nc(NCc2ccco2)c2c3c(sc2n1)COC(C)(C)C3
  -1.9	1	1.06	-0.2	16.5	-0.1	-5.2	1.4	102.4	-16.5
52: COc1cccc(C(=O)Nc2cc3c(cc2C(C)=O)OCCO3)c1
  -1.5	0.8	1.18	0.1	-17.8	23.6	-3.1	-0.5	93.3	17.8
53: COc1ccc(Cc2nnc(N=Nc3c(O)[nH]c4ccc(Br)cc34)[nH]c2=O)cc1
  0.2	1	1.2	-0.1	-10.5	2.6	-7.0	-1.6	87.2	10.5
54: CN(C)c1ccc(/C=N/NC(=O)C(=O)/C=C2\NC3(CCCC3)Cc3ccccc32)cc1
  -3.8	1	0.69	-0.2	9.8	1.4	1.3	-0.1	107.7	-9.8
55: COc1ccc(NC(=S)N2CCCN(Cc3cc(C)ccc3C)C2)cc1
  6.4	1	1.38	0.0	-11.8	-0.7	-5.0	-0.3	94.4	11.8
56: C=CCC(=O)OCC(=O)Nc1ccc(Oc2ccccc2)cc1
  11.5	1.1	nt	-0.2	6.6	-6.2	nt	-0.2	94.2	-6.6
57: COc1ccc(C(=O)N/N=c2\oc3ccccc3cc2C(=O)NCc2ccccc2)cc1
  -19.1	1	1.09	0.2	-10.2	-2.5	-7.5	-0.2	108.4	10.2
58: COc1ccccc1-c1cc(C(=O)NCc2ccco2)no1
  7.4	0.9	1.38	0.4	-3.1	10.6	0.6	3.7	114.2	3.1
59: Cc1ccc(S(=O)(=O)N2CC=C(c3ccc(F)cc3)CC2)cc1
  -5.6	1	1.1	-0.4	2.7	3.3	-0.4	-0.1	98.3	-2.7
